Screens (PubChem)
UBC13 inh: human UBC13 polyubiquitination inhibition; P61088; UBC13 polyubiquitin chain formation, TR-FRET; inhibition, % at 20 µM; 330,000 tested, 0.47% active; AID 485273; in the data active = inhibition above about 45%, passing the limit was not always enough; inconclusive = no clear call, values can overlap the other calls
Target sequence (P61088 whole entry, looked up): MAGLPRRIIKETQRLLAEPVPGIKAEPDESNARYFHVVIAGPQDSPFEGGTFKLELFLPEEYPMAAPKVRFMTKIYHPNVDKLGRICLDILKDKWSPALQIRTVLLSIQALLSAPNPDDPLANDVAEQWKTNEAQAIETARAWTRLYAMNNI
Jurkat NFkB inh: inhibitors of the PMA/ionomycin-induced NF-kB reporter in Jurkat cells; AID 435003; inhibition, % at 4 µM; 330,000 tested, 0.53% active; PMA/ionomycin-induced NF-kB luciferase reporter, luminescence
CCR6 antag: CCR6 (human) receptor antagonism | CHO-K1 CCR6 PathHunter beta-arrestin, luminescence, CCL20-stimulated | inhibition, % at 20 µM | 340,000 tested, 0.49% active;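 active = compounds whose inhibition of the agonist-driven luminescence signal at 20 µM reaches about 50%, limit read from the data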;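 note: cells stimulated with CCL20 at 14 nM final; plate controls were DMSO with CCL20 for no effect and DMSO without agonist for full effect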
EBI2 block: antagonists of human EBI2 receptor. 360,000 tested, 0.81% active. EBI2 beta-arrestin recruitment, luminescence, 7a,25-OHC stimulated. inhibition, % at 5 µM; in the data active = inhibition above about 38%;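 note: enzyme fragment complementation signal reports receptor beta-arrestin coupling in cells; 0% = agonist plus DMSO wells and 100% = wells without agonist; some results beyond the cut were filed as inactive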
Target sequence (P32249 whole entry, looked up, the tested form may be a part): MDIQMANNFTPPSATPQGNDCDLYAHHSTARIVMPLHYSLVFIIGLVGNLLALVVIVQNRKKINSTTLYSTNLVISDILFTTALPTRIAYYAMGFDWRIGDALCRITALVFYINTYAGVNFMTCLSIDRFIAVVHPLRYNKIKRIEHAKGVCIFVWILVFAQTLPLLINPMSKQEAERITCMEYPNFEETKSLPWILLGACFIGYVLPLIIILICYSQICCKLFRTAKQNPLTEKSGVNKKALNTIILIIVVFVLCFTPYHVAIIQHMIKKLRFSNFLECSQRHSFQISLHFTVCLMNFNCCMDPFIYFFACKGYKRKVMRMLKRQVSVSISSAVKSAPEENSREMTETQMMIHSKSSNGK
Gli-Sufu block: blocks Gli-Sufu signaling in a luciferase reporter; Sufu-KO-LIGHT fibroblasts, Gli luciferase reporter luminescence; inhibition, % at 5 µM; 340,000 tested, 0.74% active;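 active = inhibition above about 55%, limit read from the data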;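 note: 0% = DMSO-treated cells and 100% = wells with medium but no cells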
Apaf-1 inh: blocks human Apaf-1 apoptosome activity; O14727; reconstituted apoptosome caspase-3 activity, DEVD-Rh110 fluorescence; inhibition, % at 20 µM; 330,000 tested, 0.71% active; AID 489030; active = inhibition of at least 40% at 20 µM;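 note: plate controls were DMSO wells for no effect and DEVD-CHO caspase inhibitor wells for full effect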
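detection = Rh110 fluorescence intensity | test system = biochemical Apaf-1 apoptosome reconstitution | also added = cytochrome c and DEVD-Rh110 substrate | schedule = 30 min plus 50 min, RT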
697 NFkB inh: inhibitors of the PMA/ionomycin-induced NF-kB reporter in 697 B cells; inhibition, % at 4 µM; 697 B-cell NF-kB luciferase reporter, 16 h; AID 435022; 330,000 tested, 0.33% active; in the data active = inhibition above about 35%
SENP8 block: SENP8 protease inhibition; Q96LD8; purified SENP8, Z-RLRGG-aminoluciferin cleavage, luminescence; inhibition, % at 10 µM; 330,000 tested, 1.2% active
Target sequence (Q96LD8 whole entry, looked up): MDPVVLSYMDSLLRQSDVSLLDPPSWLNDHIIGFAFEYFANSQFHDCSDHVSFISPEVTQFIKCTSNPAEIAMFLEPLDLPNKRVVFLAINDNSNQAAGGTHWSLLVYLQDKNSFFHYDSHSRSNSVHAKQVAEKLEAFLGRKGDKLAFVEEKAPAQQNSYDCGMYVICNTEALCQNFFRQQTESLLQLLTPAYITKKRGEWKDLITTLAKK
* marks the source's active call; other numbers are inactive results; ? = inconclusive; · = not tested or not shown. Cut-off read from the data, not from the text of the source, unless noted: active = inhibition above about 50%; inactive = the rest. Only part of the results is shown; the hit share may differ from the screen's.

Values run as follows: UBC13 inh | Jurkat NFkB inh | CCR6 antag | EBI2 block | Gli-Sufu block | Apaf-1 inh | 697 NFkB inh | SENP8 block
- Cc1ccc(S(=O)(=O)N2[C@@H](c3ccc(Br)cc3)C(C(=O)O)=CC[C@H]2c2cccc(C)c2)cc1
→ -29 | 3 | 6 | 7 | 7 | 17 | 18 | 5
- C=CCc1ccc(OCC(O)CN2CCN(Cc3ccc(Cl)cc3)CC2)c(OC)c1 (stereo not given)
→ -4 | 8 | -1 | -8 | 6 | 14 | -3 | -4
- O=C(Nc1cccc(Cn2cccn2)c1)c1cc2c(s1)CCCC2
→ -5 | -37 | 6 | 1 | -65 | 5 | -76 | 10
- CC(=O)N1c2ccccc2S(=O)(=O)c2ccccc21
→ -10 | -10 | -7 | -4 | 24 | 2 | -21 | -18
- CC(=O)O/C(=C\c1cn(C(C)=O)c2ccccc12)C(=O)O
→ 3 | -6 | 8 | -9 | -3 | -12 | 25 | 4
- Cc1ccc(C(=O)NCc2ccco2)cc1Br
→ -13 | -19 | 7 | -3 | -3 | 14 | -13 | 0
- Cc1cccc(C2=NN(c3ccccc3)[C@@H](C(=O)N3CCOC3=O)[C@@H]2c2ccc(Cl)cc2)c1
→ · | · | 7 | 1 | -68 | 19 | -16 | ·
- Cc1noc(NC(=O)c2ccc(F)cc2)c1C#N
→ 1 | -1 | -4 | -10 | -1 | -12 | 11 | -11
- Cc1ccc(C(=O)Nc2nc(N)n(-c3ccccc3)n2)cc1
→ -1 | 13 | 3 | -9 | -9 | 1 | 9 | -7
- O=C(NNC(=O)C1CC(c2cccnc2)=NO1)Nc1ccccc1F (stereo not given)
→ -6 | 12 | -2 | -10 | -1 | -5 | -9 | -10

Overlap with the part before: three compounds; new compounds follow.
Values run as follows: UBC13 inh | Jurkat NFkB inh | CCR6 antag | EBI2 block | Gli-Sufu block | Apaf-1 inh | 697 NFkB inh | SENP8 block
- Cc1noc(NC(=O)c2ccc(F)cc2)c1C#N
→ 1 | -1 | -4 | -10 | -1 | -12 | 11 | -11
- Cc1ccc(C(=O)Nc2nc(N)n(-c3ccccc3)n2)cc1
→ -1 | 13 | 3 | -9 | -9 | 1 | 9 | -7
- O=C(NNC(=O)C1CC(c2cccnc2)=NO1)Nc1ccccc1F (stereo not given)
→ -6 | 12 | -2 | -10 | -1 | -5 | -9 | -10
- CCCc1nnc(SCC(=O)Nc2ccc3c(c2)OCCO3)n1CCOC
→ -2 | -3 | 6 | 0 | -14 | 1 | 3 | -7
- O=C(NC(=S)Nc1cc([N+](=O)[O-])ccc1Cl)c1ccccc1
→ 1 | -41 | 29 | 0 | -15 | -12 | -74 | 17
- CC1(c2ccccc2Br)NC(=O)N(CC(=O)N2CCc3ccccc3C2)C1=O (stereo not given)
→ -1 | -4 | -7 | -3 | 9 | 3 | 5 | 2
- Cc1c(C(=O)Nc2ccncc2)oc2c1C(=O)CC(C)(C)C2
→ 8 | 9 | -10 | 12 | 2 | -4 | 14 | 2
- CN(C)NC(=S)Nc1cccc(Cl)c1
→ -10 | -6 | 6 | 1 | 9 | 4 | -37 | -8
- CC(=O)c1nn(-c2cccc(Br)c2)cc1C(=O)c1ccco1
→ -14 | -25 | -8 | 11 | 7 | 7 | -7 | 5
- Cc1nnc(SCC(=O)NCC2COc3ccccc3O2)s1 (stereo not given)
→ 1 | -3 | 4 | 2 | -6 | -7 | 16 | -3
- Cc1ccc(COc2cccc(/C=N/NC(=O)c3nnn(-c4nonc4N)c3C)c2)cc1
→ -1 | -12 | 1 | -6 | -68 | -8 | -34 | 8
- CCc1ccc(C2(C)SC(NC(C)=O)=NN2C(C)=O)cc1 (stereo not given)
→ 8 | 13 | -13 | 7 | 3 | 6 | 18 | 7
- CCN(C(=O)CSc1nnc(NCc2ccccc2)s1)C1CCS(=O)(=O)C1 (stereo not given)
→ -4 | -8 | 5 | 1 | -7 | -2 | 15 | 0
- C=CCOC(=O)C(=O)/C=C/c1c(C)n(C)n(-c2ccccc2)c1=O
→ -17 | -3 | -1 | -9 | 9 | -2 | 3 | -13
- CCc1ccc(NC(=O)Nc2ccc3c(c2)CCC3)cc1
→ -1 | -68 | 4 | 11 | -30 | 7 | -79 | -8
- CN(C)c1ccc(CNCCC2(O)CCOC(C)(C)C2)cc1 (stereo not given)
→ -2 | -10 | 8 | -5 | -6 | -2 | -19 | -5
- O=C(CN1C(=O)NC2(CCCC2)C1=O)OCc1cccc(Br)c1
→ -2 | -4 | 7 | -8 | -1 | 6 | 13 | -6
- S=c1[nH]nc(COc2ccccc2)n1/N=C/c1ccc(Br)cc1
→ -1 | -12 | 5 | -3 | 4 | 17 | -8 | -1
- CNC(=O)C1(C)C=CC2(CCCCC2)N1C(=O)OC (stereo not given)
→ 2 | 10 | 6 | -7 | -11 | -7 | 14 | 9
- CCC(=O)Nc1c(C(=O)N2CCN(c3ccccn3)CC2)cnn1-c1ccc(C)cc1
→ 2 | 4 | -7 | -16 | 8 | -12 | 11 | 0
- CCN(CC)S(=O)(=O)c1ccc(C(=O)N2CCN=C2SCc2cccnc2)cc1
→ -12 | -13 | -6 | -2 | 1 | 1 | -15 | -6
- CCN(CC)S(=O)(=O)c1cccc(NC(=O)CC2CCCC2)c1
→ 6 | -5 | 7 | -12 | 57* | 0 | 3 | 0
- CCOc1ccccc1N=NC1C(=O)N(C(N)=S)N=C1C (stereo not given)
→ -88 | -9 | 31 | -1 | 6 | 9 | -13 | 11
- CCc1ccc(N(CC(=O)NC2CCCC2)S(=O)(=O)c2c(C)noc2C)cc1
→ 3 | 4 | 6 | 4 | -3 | 6 | 9 | 1
- Cc1ccc(NC(=O)N2CCC(C(=O)c3ccc(F)cc3)CC2)cc1
→ 8 | -4 | 3 | 41 | 10 | 3 | 16 | 6
- Cc1ccc(-c2noc(C3CCCN(C(=O)c4ccccc4)C3)n2)o1 (stereo not given)
→ -1 | -24 | 5 | -1 | 39 | 12 | -15 | -17
- C/C(=N\N=C1\NC(=O)C(CC(=O)Nc2ccc(Cl)cc2)S1)c1ccco1 (stereo not given)
→ -12 | 5 | 3 | -9 | -2 | 4 | 1 | 12
- Cc1ccc(S(=O)(=O)N(C)CC(=O)Oc2ccc(-c3nnco3)cc2)cc1
→ 15 | -3 | -15 | -5 | -1 | -7 | 9 | 0
- O=C(O)c1ccc(Nc2nc(-c3ccccc3)c3ccccc3n2)cc1
→ -8 | 11 | 12 | 4 | 1 | -2 | 6 | 6
- COc1cc(/C=C/C(=O)OCC(=O)NC(=O)NC(C)C)ccc1O
→ -7 | 4 | 3 | -3 | -6 | 0 | -9 | 0
- CC(=O)c1cccc(NC(=O)C2CCN(C(=O)c3ccccc3Cl)CC2)c1
→ 0 | 4 | -1 | 1 | -15 | -3 | -17 | -5
- O=C(CN1C(=O)NC2(CCCC2)C1=O)OCc1ccc(Cl)cc1Cl
→ -2 | -3 | 0 | 8 | -3 | 9 | 8 | 6
- O=C(CSc1nc(Nc2ccccc2)nc(N2CCOCC2)n1)Nc1ccc([N+](=O)[O-])cc1
→ -8 | -8 | 6 | 26 | 11 | 6 | 7 | -1

Structural class, those above with a furan ring, fused or not
Values run as follows: UBC13 inh | Jurkat NFkB inh | CCR6 antag | EBI2 block | Gli-Sufu block | Apaf-1 inh | 697 NFkB inh | SENP8 block
- Cc1ccc(C(=O)NCc2ccco2)cc1Br
→ -13 | -19 | 7 | -3 | -3 | 14 | -13 | 0
- Cc1c(C(=O)Nc2ccncc2)oc2c1C(=O)CC(C)(C)C2
→ 8 | 9 | -10 | 12 | 2 | -4 | 14 | 2
- CC(=O)c1nn(-c2cccc(Br)c2)cc1C(=O)c1ccco1
→ -14 | -25 | -8 | 11 | 7 | 7 | -7 | 5
- Cc1ccc(-c2noc(C3CCCN(C(=O)c4ccccc4)C3)n2)o1 (stereo not given)
→ -1 | -24 | 5 | -1 | 39 | 12 | -15 | -17
- C/C(=N\N=C1\NC(=O)C(CC(=O)Nc2ccc(Cl)cc2)S1)c1ccco1 (stereo not given)
→ -12 | 5 | 3 | -9 | -2 | 4 | 1 | 12

Carrying on:
Values run as follows: UBC13 inh | Jurkat NFkB inh | CCR6 antag | EBI2 block | Gli-Sufu block | Apaf-1 inh | 697 NFkB inh | SENP8 block
- COc1ccc(-c2cc3c(=O)n(CC(=O)NCc4ccc(Cl)cc4)ncn3n2)cc1
→ -30 | -46 | 10 | 3 | -40 | -1 | -50 | -12
- O=C1CC(c2ccc(F)cc2)C(n2cncn2)C(O)=C1C1NCCc2ccccc21 (stereo not given)
→ 54* | 12 | 0 | 0 | 6 | -6 | 4 | -7
- CCn1cc(CN2CCC(n3nccc3NC(=O)CCCc3ccccc3)CC2)cn1
→ 3 | -1 | -2 | -8 | 12 | 6 | -8 | 0
- Cn1c(SCC(=O)N2CCOCC2)nc(O)cc1=O
→ 7 | 0 | 5 | -6 | 0 | 1 | -5 | 1
- COc1cccc(OC)c1C(=O)Nc1cccc(NC(=O)c2cccs2)c1
→ 4 | 3 | -1 | -13 | 3 | 3 | -7 | 5
- COC(=O)c1cc(C(=O)N2CCN(c3ccccc3OC)CC2)cc([N+](=O)[O-])c1
→ 4 | 41 | -8 | -23 | 51 | -7 | 24 | 3
- O=c1[nH]c(CN2CCN(c3ncccn3)CC2)nc2c(Br)cc(Br)cc12
→ ? | -3 | 7 | 3 | 4 | -13 | 7 | -1
- CCC(C)(C)NC(=O)C(c1ccccc1Cl)N(C(=O)CCC(=O)Nc1cc(C)on1)C1CC1 (stereo not given)
→ -11 | -5 | -5 | 11 | -2 | 13 | -13 | -15
- COc1ccc(Cc2nnc(SCC(=O)Nc3ccccc3C#N)o2)cc1
→ -1 | -3 | 0 | -14 | 3 | 10 | -15 | -3
- Cc1c(C(=O)NCCSCc2c(F)cccc2Cl)cnn1-c1ccc(F)cc1
→ -4 | -11 | 8 | 7 | -14 | 9 | -9 | -10
- CCOC(=O)c1c(NC(=O)c2ccc(S(=O)(=O)N(C)CC3CCCO3)cc2)sc2c1CCN(C)C2 (stereo not given)
→ 14 | -17 | 23 | 10 | 38 | 24 | -30 | 4
- CCCCOC1CC(c2ccc(OCc3ccc(OC)cc3)c(OC)c2)N(C)O1 (stereo not given)
→ 4 | -3 | 11 | 9 | 0 | 18 | -28 | -1
- COC(=O)c1ccc(C(=O)OC)c(NC(=S)N2CCC(N3CCCCC3)CC2)c1
→ -8 | -18 | 4 | 4 | 10 | -11 | 13 | -5
- CC1CCCCC1NC(=O)CSc1nc2ccccc2c(=O)n1Cc1ccco1 (stereo not given)
→ -3 | -3 | 4 | 2 | 13 | -6 | 2 | -1
- COC(=O)CN1C(C)=Nc2ccc(Br)cc2C1c1ccccc1 (stereo not given)
→ 5 | 4 | 9 | 14 | -1 | 5 | -6 | -2
- COC(=O)c1ccc(S(=O)(=O)N2CCc3ccccc3C2)cc1
→ -4 | -15 | -6 | -12 | 2 | 12 | -19 | -7
- CCOC(=O)c1nn(-c2ccc(OCC)cc2)c2nc(CC(C)C)c(C#N)c(=O)n12
→ 10 | -2 | -6 | -26 | 2 | 31 | -29 | -8
- COc1ccc(C(=O)CCN2CCCC(C)C2)cc1 (stereo not given)
→ 0 | -15 | 4 | -6 | -13 | 5 | -11 | -1
- C=CCn1c(SCc2c(C)noc2C)nc2cc(C(=O)O)ccc2c1=O
→ 5 | 8 | 13 | 0 | 0 | -1 | 2 | 3
- Cc1nn(C)c(C(=O)Nc2ccn(Cc3ccccc3F)n2)c1[N+](=O)[O-]
→ 10 | -5 | -10 | -6 | 0 | -21 | -2 | -1
- Cc1ccc(NC(=S)N2CCC(N(C)CC3CCCO3)CC2)cc1C (stereo not given)
→ -3 | -5 | -1 | 2 | 0 | -1 | 11 | -8
- Nc1nonc1-c1nc2ccccc2n1CC(=O)O
→ -1 | 3 | 4 | -7 | 0 | -9 | 10 | -6
- CC1CCCC(NC(=O)C2c3ccccc3C(=O)N2Cc2cccs2)C1C (stereo not given)
→ 12 | -3 | 10 | 2 | 17 | 11 | 8 | -4
- C[C@@H](C(=O)NCc1ccccc1)N1C(=O)C2CC=CCC2C1=O (stereo not given in full)
→ 3 | -6 | -3 | -7 | -13 | -9 | 7 | -7
